Bioassay records: PubChem, several laboratories
JMJD2C inh: inhibitors of GASC-1 histone demethylase, primary screen, biochemical, fluorescence, DELFIA europium | Lysine-specific demethylase 4C (Homo sapiens), Q9H3R0 | 330,000 compounds, 0.069% hits | AID 2099, 2009 | inhibition, % at 2.35 µM | GST-JMJD2C(1-420) H3K9me3 demethylation;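 active = more than half of a compound's replicate wells show inhibition beyond 50%, single wells judged on their own value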;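 also: signal counts dimethyl H3K9 product captured on neutravidin plate; 0% = median of DMSO wells and 100% = 0.3 times that DMSO median; strong numbers were not always called active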
Target sequence (Q9H3R0 1-420 limits assumed): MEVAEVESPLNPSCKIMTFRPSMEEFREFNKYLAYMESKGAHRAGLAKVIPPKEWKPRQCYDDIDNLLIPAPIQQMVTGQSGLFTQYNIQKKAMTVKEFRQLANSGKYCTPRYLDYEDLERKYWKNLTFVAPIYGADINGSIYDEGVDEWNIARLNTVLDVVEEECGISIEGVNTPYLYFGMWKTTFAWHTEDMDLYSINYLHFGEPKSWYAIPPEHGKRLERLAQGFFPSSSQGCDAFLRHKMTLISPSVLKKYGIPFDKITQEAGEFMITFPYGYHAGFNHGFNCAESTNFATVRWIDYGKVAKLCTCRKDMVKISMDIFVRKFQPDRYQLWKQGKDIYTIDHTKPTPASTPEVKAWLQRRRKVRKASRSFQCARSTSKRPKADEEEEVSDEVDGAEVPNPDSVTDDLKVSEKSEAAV
PP1 inh: PP1-alpha phosphatase inhibitors, primary screen, counter-screen for PP5 inhibitor project, biochemical, fluorescence, OMFP substrate, single point. inhibition, % at 6.7 µM. Serine/threonine-protein phosphatase PP1-alpha catalytic subunit (Homo sapiens), P62136. 320,000 compounds, 0.9% hits. purified PP1alpha. AID 2235, 2010;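 active = inhibition above the mean inhibition of all tested compounds plus 3 SD, computed separately for each screening campaign, cut at about 15% in these data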
PP5 primary: PP5 phosphatase inhibitors, primary screen, biochemical, fluorescence | Serine/threonine-protein phosphatase 5 (Homo sapiens), P53041 | 320,000 compounds, 0.18% hits | AID 1987, 2009 | inhibition, % at 6.7 µM | purified PP5c, OMFP substrate fluorescence;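 active = inhibition above the campaign's mean inhibition across all tested compounds plus 3 SD, cut at about 9.5% in these data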;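 also: 0% = DMSO only and 100% = 100 µM cantharidin control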
Efflux pump inh: inhibitors of Candida efflux pumps in yeast, primary screen, S. cerevisiae, Nile Red, multiplex; 330,000 compounds, 0.44% hits; inhibition, % at 10 µM; S. cerevisiae Candida pump triplex;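 active = plate passing quality check with inhibition over a set limit, or well fluorescence over plate mean plus 4 SD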;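 also: Nile Red retained in pooled yeast measured as flow cytometry median fluorescence; 0% = buffer negative control and 100% = Enniatin B positive control; higher means more Nile Red kept so more efflux inhibition; some compounds called inactive have numbers as strong as hits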
core dimer inh: inhibitors of HCV core protein dimerization, primary screen, biochemical, TR-FRET, high-throughput. TR-FRET GST/Flag-core106 dimerization, 1536-well. inhibition, % at 5 µM. 300,000 compounds, 0.33% hits;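 active = inhibition above the mean of all tested compounds plus 3 SD, set per screening campaign, cut at about 45% in these data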
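test system = GST/Flag-tagged HCV core106 proteins | probe or stimulus = Eu donor and XL665 acceptor anti-tag antibodies | times = compound-protein-antibody incubation 4 h at 22.5 °C | signal = TR-FRET, excitation 340 nm, emission 617 and 671 nm | measure = percent inhibition of core106 dimerization signal | controls = wells lacking GST-core106 and wells with excess unlabelled core106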
proCasp3 act: activators of human procaspase-3 D3A mutant, primary screen, biochemical, absorbance, PC-3 D3A mutant, single concentration; recombinant procaspase-3 D3A, Ac-DEVD-pNA absorbance 405 nm; 330,000 compounds, 0.11% hits; activation, % at 8.5 µM;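 active = activation above the mean of all tested compounds plus 3 SD, cut at about 21% in these data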;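 also: 0% = DMSO alone and 100% = DMSO wells spiked with extra 5 µM PC-3 D3A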
Target sequence (P42574 whole entry D9A/D28A/D175A): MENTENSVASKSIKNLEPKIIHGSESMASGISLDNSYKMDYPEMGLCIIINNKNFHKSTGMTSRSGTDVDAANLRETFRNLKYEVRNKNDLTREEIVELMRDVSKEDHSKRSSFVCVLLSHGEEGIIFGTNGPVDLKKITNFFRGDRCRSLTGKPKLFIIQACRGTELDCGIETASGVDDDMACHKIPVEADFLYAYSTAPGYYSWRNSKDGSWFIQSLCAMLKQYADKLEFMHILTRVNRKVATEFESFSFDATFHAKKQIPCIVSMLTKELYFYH
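Assay system: Autoprocessing-dead procaspase-3 D3A mutant enzyme; also added: Ac-DEVD-pNA; doses: one concentration, 8.5 µM nominal, 0.8% DMSO; times: 1 h compound preincubation, 2 h substrate hydrolysis at 25 °C; technique: 405 nm absorbance of p-nitroaniline, reads at 0 and 120 min; measure: % activation between DMSO and enzyme-spiked controls; repeats: single replicate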
procasp7 counter: procaspase-7 activators, primary screen, counter-screen for procaspase-3 activator project, biochemical, absorbance, HTS, human; Caspase-7 (Homo sapiens), P55210; recombinant procaspase-7, Ac-DEVD-pNA absorbance 405 nm; D23A/D198A/D206A triple mutant, cannot self-cleave; scale: DMSO 0, 5 µM enzyme 100; activation, % at 8.5 µM; 330,000 compounds, 0.093% hits; AID 463210, 2010;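 active = percent activation above the screen-wide mean plus 3 SD, cut at about 25% in these data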
Target sequence (P55210 whole entry D23A/D198A/D206A): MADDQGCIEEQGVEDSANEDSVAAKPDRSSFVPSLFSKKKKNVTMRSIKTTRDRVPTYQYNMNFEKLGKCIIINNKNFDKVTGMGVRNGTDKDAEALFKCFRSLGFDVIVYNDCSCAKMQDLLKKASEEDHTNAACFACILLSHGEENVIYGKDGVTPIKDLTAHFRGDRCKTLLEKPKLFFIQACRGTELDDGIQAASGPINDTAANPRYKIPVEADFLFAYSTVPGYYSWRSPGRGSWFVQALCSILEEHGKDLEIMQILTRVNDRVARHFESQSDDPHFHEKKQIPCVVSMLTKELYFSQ
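Assay system: Uncleavable procaspase-7 mutant enzyme; Input: 2 µM procaspase-7 mutant as dispensed; Also added: DEVD-pNA substrate; Medium: Zinc-free HEPES pH 7.4 with 300 mM NaCl, 0.01% Triton X-100; Timing: 1 h compound preincubation, 2 h substrate cleavage, 25 °C; Measured by: Epi-absorbance of released pNA at 405 nm, two timepoints.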
TPT1 inhibitor: Candida albicans TPT1 enzyme inhibitors, primary screen, biochemical, fluorescence polarization; recombinant caTPT1, FP RNA substrate dephosphorylation; inhibition, % at 5 µM; 300,000 compounds, 0.81% hits; AID 1962, 2009;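 active = inhibition above the mean of all tested compounds plus 3 SD, set per screening campaign, cut at about 24% in these data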;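 also: plate controls were DMSO alone for no effect and ferristatin control at 100 nM for full effect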
CTSL1 counter: Fasciola hepatica cathepsin L1 inhibitors, primary screen, counter-screen for PFM18AAP inhibitor project, biochemical, QFRET, fluorogenic peptide substrate; inhibition, % at 5.96 µM; recombinant F. hepatica cathepsin L1, Z-Leu-Arg-MCA fluorescence; AID 1906, 2009; 300,000 compounds, 0.49% hits;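 active = inhibition above the mean of all tested compounds plus 3 SD, set per screening campaign, cut at about 17% in these data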;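 also: 0% = plate median of test compound wells and 100% = 1 µM Z-Phe-Ala-diazomethylketone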
* = called active by the depositor; i = inactive; nt = no result given; & = joins results of further samples.

SMILES	JMJD2C inh	PP1 inh	PP5 primary	Efflux pump inh	core dimer inh	proCasp3 act	procasp7 counter	TPT1 inhibitor	CTSL1 counter
Cc1cc(C(=O)N/N=C/c2cc(Br)c(Br)o2)n[nH]1	9	1	2.2	0.3	-10	-6	-1	0	3
Cn1c(SCC(=O)NCc2ccco2)nc2ccccc2c1=O	8	0	0.3	-0.1	1	0	8	0	2
CCOC(=O)c1c(-c2ccccc2)oc2ccc(OCC(O)CNCCN(C)C)cc12 (configuration not stated)	-6	-8	2.3	0.1	1	-6	-4	1	-2
CCc1ccc(NC(=O)CSc2n[nH]c(C)c2[N+](=O)[O-])cc1	1	1	1.4	-0.1	1	-2	-2	-5	-3
CC1CCN(C(=O)c2ccc(SCc3ccccc3F)c([N+](=O)[O-])c2)CC1	6	4	1.9	-0.1	7	0	-8	1	4
O=C(Nc1ccccc1)C1C(c2ccccc2)C1(Cl)Cl (configuration not stated)	2	-1	3.9	0.1	9	-3	1	0	3
COc1cc(OC)nc(Oc2cc(C=O)ccc2OC)n1	2	-2	-1.3	-0.1	-10	-8	-2	-4	3
Cc1ccc(/C=N/NC(=O)c2cccc(S(=O)(=O)Nc3ccccc3Cl)c2)o1	-2	2	-1.1	-0.8	8	5	-10	-2	2
Cc1nc2c3c(sc2c(=O)[nH]1)NC(=O)CC3c1ccccc1Cl (configuration not stated)	-4	-2	-0.5	0.2	1	4	5	0	3
Cc1ccccc1NC(=O)Cc1nc(COC(=O)CSc2ccccc2)cs1	24	1	2.6	0.1	4	2	-6	0	-4
CCOC(=O)c1ccc(NC(=S)N(CCN(C)C)Cc2cccs2)cc1	9	-6	-9.2	-0.2	-13	-3	-16	-4	10
O=C(O)CNC(=O)/C(=C/c1ccco1)NC(=O)/C=C/c1ccccc1	3	5	2.2	0.0	-8	-3	-10	-1	1
COCCCNC(=O)Cn1cc(/C=C(\C#N)C(=O)NC2CCCC2)c2ccccc21	-4	-1	1.1	-0.1	11	-3	2	-4	5
COc1ccccc1/C=C(\NC(=O)c1ccccc1)C(=O)NCc1ccco1	4	-3	4.0	-0.1	4	1	1	-1	-1
CC1CCN(S(=O)(=O)c2ccc(NC(=O)CSc3ncccc3C(=O)O)cc2)CC1	6	-1	2.4	0.0	10	-5	-1	-1	-2
Cc1ccc(C)n1C(CC(=O)O)c1ccc(C#N)cc1 (configuration not stated)	-19	1	0.4	-0.1	1	2	2	3	1
COc1cccc(NC(=O)c2ccc(CN3CCN(c4ccccc4)CC3)cc2)c1	-15	8	3.2	0.0	2	2	-7	-3	1
Cc1cccc(NC(=O)COc2ccc(Br)cc2)n1	-23	1	0.6	2.8	-3	3	1	1	1
COc1ccc(OCCNC(=O)/C=C/c2ccc([N+](=O)[O-])cc2)cc1	2	-1	1.9	0.1	2	1	4	1	0
CCCCC(=O)OCC(=O)c1[nH]c(C)c(C(C)=O)c1C	-5	-2	0.4	0.0	4	3	9	-2	2
CCOc1ccc(CCNS(=O)(=O)c2cn(C)cn2)cc1OCC	14	-7	-9.5	-0.1	-17	3	-7	-5	6
O=C(CCl)Nc1cccc(S(=O)(=O)NC2=NCCC2)c1	3	-6	1.8	0.0	-3	-5	-12	1	16
O=C(O)/C=C/C(=O)Nc1ccc2c(c1)NC(=O)CO2	47	0	-0.8	-0.1	-4	5	5	2	1
Cc1cc(Br)c(NC(=O)CCl)c(Br)c1	-28	-2	-0.4	0.0	-1	-7	8	0	-3
CCCCN(C(=O)c1cc(S(=O)(=O)N2CCCCCC2)ccc1OC)c1c(N)n(CCC)c(=O)[nH]c1=O	-2	-3	-0.1	0.0	-2	14	8	-1	-2
O=c1cc(CSc2ccc(Cl)cc2)nc(-c2ccccn2)[nH]1	-19	16*	-2.0	0.0	-1	6	12	6	2
O=[N+]([O-])c1cccc(COc2ncnc3cc([N+](=O)[O-])ccc23)c1	-11	-1	0.2	0.0	14	-4	-1	-2	-3
CC(=O)Cn1cnc2c(cnn2-c2ccc(C)c(C)c2)c1=O	-37	1	1.6	0.1	-9	-1	3	2	-2
NS(=O)(=O)c1ccc(CCNC(=O)C2CCN(S(=O)(=O)c3cnc[nH]3)CC2)cc1	-1	-2	-3.2	-0.1	-2	-6	-4	0	-2
O=C1N/C(=N\S(=O)(=O)c2ccccc2)S/C1=C\c1cc([N+](=O)[O-])ccc1O	-5	2	-1.1	0.7	8	12	-9	76*	6
CCOC(=O)/C=C/C(=O)OCC(=O)Nc1ccc(Cl)cn1	8	-4	1.8	0.1	3	-12	4	0	-9
O=C1N/C(=C/c2ccc(N3CCOCC3)cc2)C(=O)N1Cc1ccc(F)cc1	8	0	4.1	-0.1	-8	-11	-2	-5	2
COC(=O)c1ccc(NC(=O)CSC2=NCCN2)cc1	2	-3	1.0	-0.1	-7	-7	-10	-6	3
COCCCNC(=O)CN(c1cc(Cl)cc(Cl)c1)S(C)(=O)=O	-1	3	3.7	-0.1	-5	4	9	-4	1
O=C(CC1Nc2ccccc2NC1=O)NCC1COc2ccccc2O1 (configuration not stated)	3	-2	-1.0	0.1	3	2	11	1	0
CCOCc1nnc(NC(=O)c2cc(OC)c(OC)c(OC)c2)s1	-6	-3	-1.2	0.0	-5	1	2	1	-3
CCCOC(=O)C(C)Sc1n[nH]c(=O)[nH]c1=O (configuration not stated)	5	-2	2.3	-0.1	1	4	-2	1	-1
CSc1ccc(Cl)c(C(=O)NCCCn2ccnc2)c1	7	-1	1.3	0.0	1	1	4	1	-1
CC(=O)c1cccc(NC(=O)c2ccc(Br)o2)c1	-13	1	2.0	0.2	-2	-12	-6	-5	0
O=C(O)c1nnn(-c2ccc([N+](=O)[O-])cc2)c1-c1ccccc1	3	1	-1.4	0.1	1	2	4	-2	2
COc1ccc(NC(=O)C2CCCN(S(=O)(=O)c3c(C)[nH]c(=O)[nH]c3=O)C2)cc1 (configuration not stated)	1	-4	-0.7	0.0	-2	0	13	1	4
Cc1nc2ccc3nc(NC(=O)c4ccc(S(=O)(=O)N5CCOCC5)cc4)sc3c2s1	nt	-1	0.3	-0.1	3	-2	10	-2	0
NCCC(=O)N1c2ccccc2Sc2ccccc21	-19	5	1.9	-0.1	-4	-1	0	1	1
COc1cccc(N(CC(=O)NC2CCCC2)C(=O)Cn2nnc(-c3ccc(C)o3)n2)c1	4	-2	-0.5	-0.2	11	9	1	0	0
O=C1CN(C(=O)COC(=O)c2ccccc2NC(=O)c2ccco2)c2ccccc2N1	-6&-9	-3	1.3	0.1	7	4	-2	2	-4
Cc1cc2[nH]c(=O)c(=O)[nH]c2cc1S(=O)(=O)Nc1ccccc1F	-7	-5	3.9	0.4	0	-2	1	2	1
CCOC(=O)Cn1nc(-c2ccccc2)ccc1=O	-4	-1	0.4	-0.1	0	0	4	-1	2
COCCn1c(=NC(=O)CSCC(=O)Nc2cc(C)on2)sc2cc(C(=O)OC)ccc21	-31	-1	0.6	-0.1	4	-1	-10	0	1
CCOCCOC(=O)c1[nH]c2c(c1C)C(=O)CC(c1ccccc1)C2 (configuration not stated)	1	-2	-0.2	-0.1	1	0	0	-1	2
O=C(CCc1c[nH]c2ccccc12)NCCc1ccccc1	6	-1	-0.5	-0.1	4	-2	11	-1	3
O=C(Nc1cccc(-c2cnc3ccccc3n2)c1)c1ccc(Cl)cc1	-1	-1	1.2	0.3	4	5	-6	3	-5
Cc1cc(N/N=C/c2cccc(Cl)c2)nc(NCc2ccccc2)n1	-10	15*	2.2	-0.1	-8	0	0	0	2
O=C(COC(=O)c1cccs1)NCCCc1ccccc1	-7	-3	0.0	0.1	-1	0	8	-1	-3
CN(C(=O)COC(=O)c1c[nH]c(=O)[nH]c1=O)C1CCCCC1	-23	3	-2.0	-0.1	-3	3	-3	-3	-1
CCC(=O)Nc1cccc(-c2nnc(-c3cccc(NC(=O)CC)c3)o2)c1	-3	-3	-0.1	0.2	-2	1	0	4	-8
COc1cccc(C(N)=O)c1OC(=O)Cc1ccccc1F	4	0	0.8	0.3	0	1	1	2	-13
O=C(COc1ccccc1Cc1ccccc1)NCCCN1CCOCC1	-10	-3	-1.2	0.0	-3	-3	2	-1	20*
CCOc1ccc(N2C(=O)CC(NCc3ccc(F)cc3)C2=O)cc1 (configuration not stated)	0	-4	0.7	0.3	-4	-21	-19	3	-2
Cc1c(-c2ccccc2)oc2c(C(=O)N3CCN(c4ccccc4F)CC3)cccc2c1=O	3	-3	-1.1	0.0	-3	6	4	1	-1
CC(C)CCn1nnnc1CN1CCN(c2ccc(F)cc2)CC1	i	-3	-0.9	0.1	-2	6	7	-13	2
Continuation.
SMILES	JMJD2C inh	PP1 inh	PP5 primary	Efflux pump inh	core dimer inh	proCasp3 act	procasp7 counter	TPT1 inhibitor	CTSL1 counter
O=[N+]([O-])c1ccc(Cl)cc1CNc1ccc(F)c(F)c1	-4	-1	2.5	0.1	-6	9	-12	-2	2
COc1cc(C(c2c(C)[nH][nH]c2=O)c2c(C)[nH][nH]c2=O)cc(Br)c1OC	-11	3	0.5	0.0	-10	-2	-13	2	2
Cc1cc(=O)[nH]c(-n2nc(C)c(Oc3ccccc3O)c2C)n1	6	0	0.5	-0.1	-6	2	1	1	-2
COc1ccc(C(=O)NN2CCCCC2)cc1OC	-20	-2	3.7	0.5	1	-6	-1	2	1
CCOc1ccc(N(CC(=O)NC2CCCCC2)C(=O)CCC(=O)Nc2nccs2)cc1	4	0	1.2	0.1	2	9	2	0	0
COc1cccc2c(=O)c(C(=O)NCc3cccs3)c[nH]c12	6	-1	-0.2	0.3	14	-10	-8	2	3
